# Pf Dd2 inh = blocks in vitro growth of P. falciparum Dd2 | 120,000 compounds, 4.3% hits | Potency, µM (doses to about 28.9 µM), inactives show at the top dose activity, negative = inhibition, most hits filed as inhibitors | P. falciparum Dd2 growth, SYBR Green, 72 h; active = well fitted inhibition curve with a large enough effect; inconclusive = small, poorly fitted or top-dose-only effect; inactive = no such curve, though single readings can be large or run the other way;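 also: plate controls were DMSO vehicle for no effect and reference drug for full effect; nearly all actives have a fitted effect of over 65% in size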
#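 Readout: SYBR Green fluorescence, 485 nm excitation, 535 nm emission, after ~16 h lysis at 37C. Before that, Dd2-infected red cells (2.5% hematocrit) grew 72 h with compound, 29 uM top final concentration.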
# * marks the source's active call; other numbers are inactive results; i = inactive; ? = inconclusive; [ ] = dose if it differs, or a comment. Potency is read from the fitted curve at half-maximal effect. An excerpt; count on the stated rates, not on these rows.
Molecule | Pf Dd2 inh
Cc1ccn2c(=O)c(NC(=O)c3cccc([N+](=O)[O-])c3C)c(C)nc2c1 | i
O=C(Nc1cccc(F)c1)N1CCC2(CC1)CC(N1CCOCC1)CCO2 (stereo unspecified) | i
Cc1ccc(Cl)cc1NC(=O)NCc1cccn1Cc1ccc(F)cc1 | -35%
CC(C)(C)c1ccc(C(=O)N(Cc2ccc(F)cc2)Cc2ccco2)cc1 | -14%
CCC1c2nccn2CCCN1C(=O)COc1cccc(C)c1 (stereo unspecified) | ?
CCCCC12CN3CC(C)(CN(C1)C3c1c(C)[nH]c(=O)[nH]c1=O)C2=O (stereo unspecified) | 2%
COc1ccc(-n2c(SCC(=O)c3ccccc3)nc3c([nH]c4ccccc43)c2=O)cc1 | 36%[activator]
COc1ccc(CN(CCC(c2ccc3c(c2)OCO3)c2ccccc2OC)C(C)=O)cc1 (stereo unspecified) | -15%
CCCS(=O)(=O)N1CCCC(Cc2noc(-c3ccncc3)n2)C1 (stereo unspecified) | i
COc1ccc(OC)c(Nc2nc3ccccc3n3c(C)nnc23)c1 | 17%
CNc1nc(N2C[C@H]3CN(CCCOC)C[C@@]3(C(=O)O)C2)ncc1F | -5%
COC[C@H]1C[C@@H](NC(=O)c2cc(C)on2)[C@H](O)[C@@H]1O | 27%[44.1 µM]
Cc1ccc(C(=O)N2CCCC2c2nc(CCOCC3CC3)no2)cn1 (stereo unspecified) | -2%
COc1ccc(N(C(=O)COc2ccccc2OC)S(=O)(=O)c2ccc(Cl)cc2)cc1 | 123%[activator]
Cc1ccc(Cn2cc(CCC(=O)NC3CCCCC3)c3ccccc32)cc1 | -17%
CCOC(=O)c1ccc(N2C(=O)c3n[nH]c(C)c3C2c2ccc(C(C)(C)C)cc2)cc1 (stereo unspecified) | 23%
COc1ccc(N2CC3=C(C2=O)C(c2ccc(Br)cc2)NC(=O)N3C)cc1 (stereo unspecified) | ?
CCC1CCN(CC2(O)CCCN(Cc3cc(OC)ccc3F)C2=O)CC1 (stereo unspecified) | ?
O=C1NCCCCCCN(S(=O)(=O)c2ccc3c(c2)OCCO3)[C@H]2CCC[C@@H]12 | -2%
CCOc1ccccc1NC(=O)Cn1c(=O)c(-c2noc(C)n2)c2n(c1=O)CCCC2 | ?
COc1cc(CNCCC(C)C)ccc1OCC(O)CN1CCSCC1 (stereo unspecified) | ?
O=C(O)CC[C@@H]1CN(c2cnccn2)CC[C@@H]1N1CCOCC1 | -3%
CCCn1c(C)cnc1CC1CCN(C(C)=O)C1 (stereo unspecified) | 14%
O=C(Nc1cccc(Cl)c1Cl)c1cc(S(=O)(=O)NCc2ccc3c(c2)OCO3)ccc1F | 12%
Cc1ccc2c(c1)sc1nc(=O)n(-c3ccc(Cl)c(Cl)c3)c(=O)n12 | 33%[activator]
O=C(Nc1ccc2c(N3CCOCC3)ncnc2c1)c1ccccc1C(F)(F)F | i
CCc1ccc(NC(=O)Cn2c(N3CCCCC3)nc(C)c(C)c2=O)cc1 | -1%
O=C(C1CCOCC1)N1CCCC2(CN[S+](=O)([O-])c3cccnc3O2)C1 (stereo unspecified) | 12%
Cn1ncc(CN2CC[C@@H](c3ccc4c(c3)OCO4)[C@H](O)C2)c1C1CC1 | -23%
O=[S+]1([O-])NC2(CCN(Cc3cccc(C(F)(F)F)c3)C2)COc2ncccc21 (stereo unspecified) | ?
CC(=O)N1CC2(Cc3ccccc31)CN([S+](=O)([O-])c1c(C)noc1C)C2 | 16%
O=C(Cc1ccccc1)N1CCOC2(CCN(C(=O)c3ccccc3)CC2)C1 | 13%
Cc1ccc(-c2nc3nc(C)cc(N4CCN(c5cc(Cl)ccc5C)CC4)n3n2)cc1 | ?
CN1CCOc2c(C(=O)NCc3cccnc3)cc(-c3ccc(O)c(F)c3)cc21 | i
CC(C(=O)NCc1ccccc1)N1Cc2ccccc2C1=O (stereo unspecified) | i
Cc1ccc(CN2CCc3nc(C(=O)Nc4ccc(Cl)cc4)oc3CC2)cc1 | ?
CN(C)c1ccc(CNC(=O)Cn2c(=O)oc3cc(S(=O)(=O)NCc4ccccc4)ccc32)cc1 | 3%
COc1ccc(-c2nc(SCC(=O)NCc3ccccc3Cl)n[nH]2)cc1 | i
Cn1cccc1CN1CCC2(Cc3ccccc3CNC2=O)C1 (stereo unspecified) | -24%
CCOc1ccc(NC(=O)C2CCN(S(=O)(=O)c3c(C)noc3/C=C/c3cccs3)CC2)cc1 | ?
CCOCCOC1CCN(C(=O)Cc2c[nH]c3ccccc23)CC1 | 26%
COc1ccc(CCNC(=O)c2cc3c(=O)[nH]c4ccc(C)cc4c3s2)cc1OC | i
CCC(=O)N1CC(C(=O)N2CCN(c3ccccn3)CC2)C2(CCOCC2)C1 (stereo unspecified) | -10%
COc1ccccc1CNC(=O)Cn1c(=O)oc2cc(S(=O)(=O)NCc3ccccc3)ccc21 | ?
COc1ccc(NC(C)=O)cc1NC(=O)C1CC(=O)N(c2n[nH]c3cccc(F)c23)C1 (stereo unspecified) | 0%
COc1ccc(NC(=O)Cn2nc(-c3ccccc3)c3cnc4ccc(C)cc4c32)cc1 | ?
CCC1Oc2ccc(NS(=O)(=O)c3ccc(Cl)cc3)cc2CN(Cc2ccc(F)cc2)C1=O (stereo unspecified) | ?
Cc1cc(C)c2oc(-c3cccc(NC(=O)c4cccc(F)c4)c3C)nc2c1 | -5%
CCN1CCC(N(Cc2ccc(F)cc2)C(=O)Nc2cc(C)ccc2C)CC1 | -16%
O=C(Cn1ncc2ccccc2c1=O)NC1CCCc2c1[nH]c1c(Cl)cccc21 (stereo unspecified) | -5%
COc1ccc(NC(=O)CC2C(=O)N(c3ccc(C)cc3)C(=O)N2Cc2ccc3c(c2)OCO3)cc1 (stereo unspecified) | 13%
CC(C)(C)OC(=O)N1CCC(c2c(C(=O)NCc3ccccc3)cnn2-c2ccccc2)CC1 | i
CCC1=Nc2cc(C(=O)N3CCC(C)CC3)ccc2Sc2ccc(C)cc21 | ?
CCC(=O)N1CCCC1c1nc(CCOCC2CCOCC2)no1 (stereo unspecified) | -23%
Cc1ccc(C)c(N2CCN(S(=O)(=O)c3ccc(C4CCCCC4)cc3)CC2)c1 | 13%
O=C(NCc1ccccc1F)c1cc2n(n1)CC(c1ccc(Cl)cc1)OC2 (stereo unspecified) | i
CCNC(=O)Nc1ccc([C@H]2OCC(=O)N(Cc3ccc(F)cc3)[C@@H]2CO)cc1 | -10%[44.1 µM]
Cc1ccc(CNC(=O)c2cc(NC(=O)C(C)C)cc3nc(C)ccc23)cc1 | -10%
Cc1nnc(N2CCC(CO)(CN3CCCC3)CC2)c2ccccc12 | i
CCOc1ccccc1CN1CCCOCCNC(=O)CC1 | ?

# Going on with the list:
Molecule | Pf Dd2 inh
CC(C)CCN1CC[C@H](c2nc3ccccc3[nH]2)C1 | i
CCOC(=O)C1CCN(C(=O)C2CCc3nc(N4CCN(C(C)=O)CC4)sc3C2)CC1 (stereo unspecified) | i
O=C(NC1CC1)C1COC2(CCN(C(=O)c3cccc(Cl)c3)CC2)N1C(=O)c1cccc(F)c1 (stereo unspecified) | -5%
Cc1nccn1CCNC(=O)CCC[C@@H]1[C@H]2CCCN3CCC[C@@H](CN1C(=O)c1cccnc1)[C@@H]23 | 23%
Cc1nc2ncnn2c(C)c1CCC(=O)N1C[C@@H](N)C[C@H]1C(=O)NC(C)C | -8%
COc1cc(Nc2ccc3nnc(-c4ccccn4)n3n2)cc(OC)c1OC | ?
COc1ccc(-c2ccnc3nc(Cc4ccc(F)cc4)nn23)cc1OC | -19%
COc1ccc(-c2nc3scc(CCNS(=O)(=O)c4ccc(NC(C)=O)cc4)n3n2)cc1 | 2%
CC(C)Cn1c(=O)c2sccc2n2c(CCCC(=O)N3CCN(c4ccc(F)cc4)CC3)nnc12 | ?
O=C(Cn1cccc1-c1nc(-c2ccc(F)cc2)no1)N1CCc2ccccc21 | 5%
COc1cccc(CNC(=O)N2CCC(Oc3ncccc3C(=O)N(C)C)C2)c1 (stereo unspecified) | 15%
Cc1ccc(-c2ccc3nnc(CNC(=O)c4ccc5c(c4)OCO5)n3n2)cc1 | 7%
CCC(CC)n1c(=O)n(C[C@@H](O)CO)c2cc(C(=O)O)cnc21 | -5%
Cc1cc(C#N)c(-c2ccccc2C(=O)N(C(C)C)C(C)C)nc1C | -11%
O=C(NC1CCCCCC1)c1ccc2c(c1)CC(=O)N2Cc1cccc(F)c1 | -19%
CCCSc1nnc2c(n1)OC(c1cccs1)Nc1ccc(Br)cc1-2 (stereo unspecified) | 67%[activator]
CCN1C(=O)C2CC3(CCN(C(=O)c4cnccn4)CC3)CN2C1=O (stereo unspecified) | -3%
CCOc1cc(=O)n2c(c1C(=O)N1CCN(c3cccc(Cl)c3)CC1)CCCC2 | -10%
CCc1ccccc1NC(=O)CSc1nnc(COc2ccccc2Cl)o1 | 19%
COc1ccccc1CN[C@H]1[C@H](O)[C@@H](N2CCN(c3ccccc3OC)CC2)[C@@H]2OC[C@H]1O2 | i
COc1ccc(N2CC(c3noc(-c4ccc(N(C)C)cc4)n3)CC2=O)cc1 (stereo unspecified) | 71%[activator]
CCCSc1ncc(Cl)c(C(=O)N(Cc2ccc(Cl)cc2)Cc2ccco2)n1 | i
O=C(Nc1cccc2ccccc12)O[C@@H]1CO[C@H]2[C@@H]1OC[C@@H]2Nc1nccc(-c2ccccc2)n1 | -13%
CNC(=O)c1onc(-c2ccc(Cl)cc2)c1[C@H](C)O | ?
Cc1ccc(NC(=O)N2CCC(CCNC(=O)c3cccc(F)c3)CC2)cc1F | 13µM*
COc1ccc(CCNC(=O)CCc2c(C)nc3nc(C)nn3c2C)cc1OC | ?
CC(=O)N1CCC(Cc2ncc(C)n2CC2CC2)C1 (stereo unspecified) | ?
Cc1ccc(NC(=O)N2CCc3c([nH]c4ccccc34)C2c2ccccc2F)c(Cl)c1 (stereo unspecified) | 10µM*
COc1ccc(-c2nc3cc(C)ccn3c2NC(=O)c2cccc(F)c2)cc1 | ?
COc1cccc(N2C(=O)NC(=NC3CCCCC3)C23CCN([S+](=O)([O-])c2c(C)noc2C)C3)c1 (stereo unspecified) | -8%
O=C(NCCc1ccccc1)N1CCc2nn(Cc3ccccc3)c(=O)n2CC1 | 41%[activator]
COc1ccc(NC(=O)CSC2=Nc3ccccc3C3=NC(CCC(=O)NCc4ccco4)C(=O)N23)cc1 (stereo unspecified) | 19%
COCCc1noc([C@@H]2CC(F)(F)CN2C(=O)c2ccc(C)cn2)n1 | 38%[activator]
Cc1cc(C)n2c(Nc3ccc4c(c3)OCCO4)c(-c3ccc(Cl)cc3)nc2n1 | ?
CCC(=O)N1CCCCCNC(=O)[C@@H]2CCC[C@@H]21 | 27%
NC(=O)[C@@H](Cc1c[nH]c2ccccc12)NC(=O)[C@H]1CN(C(=O)c2cccc(F)c2)CCN1C(=O)c1cccs1 | ?
OCC1CN(C2CCC2)CC12CCN(Cc1ccc(F)cc1)CC2 (stereo unspecified) | 13µM*
O=C(c1cccnc1)N1CCC(Oc2cccc(F)c2)C1 (stereo unspecified) | -16%
COc1cccc(Nc2ncc(-c3ccccc3OC)c3c2OCC3)c1 | ?
COCc1nncn1C1CCN(S(=O)(=O)c2cc(Cl)ccc2OC)CC1 | ?
CN1CCN(C(c2ccc(F)cc2)c2sc3nc(-c4ccco4)nn3c2O)CC1 (stereo unspecified) | 14%
Cc1ccc(N(CC(O)Cn2c3ccccc3c3ccccc32)S(=O)(=O)c2ccc(F)cc2)cc1 (stereo unspecified) | 13µM*
COc1ccc(-c2nc(SCC(=O)NCCCc3ccccc3)n[nH]2)cc1 | i
Cc1cc(S(=O)(=O)N(C)CC2CCOC2)ccc1Cl (stereo unspecified) | 61%[activator][5.79 µM]
Cc1ncsc1CCC(=O)N1CCC2(CCNCC2)CC1 | -6%
COc1cccc([S+](=O)([O-])N2CC3ON=C(C(=O)O)C3C2)c1 (stereo unspecified) | 5%
Cc1ccc(CN2CCC(N3CCCC(C(=O)NC4CC4)C3)CC2)cc1 (stereo unspecified) | -16%
Cc1ncc2c(c1CNC(=O)CC(C)c1ccccc1)CCNC2 (stereo unspecified) | -13%
Cc1cn2cc(C(=O)NCc3cn4c(n3)SCC4)ccc2n1 | 4%
COc1ccc(NC(=O)Nc2ccc(C)n(CC(=O)Nc3ccc(C)c(C)c3)c2=O)cc1 | -24%
C[C@H]1CCCN1C(=O)c1nnc(COc2ccc3cccnc3c2)n1-c1cccnc1 | -25%[44.1 µM]
Cc1cc2nc(-c3cccc(NC(=O)COc4ccc(Cl)c(C)c4)c3)oc2cc1C | 43%[activator]
Cn1nccc1C(=O)N1CCC(N2C(=O)C(OCC3CC3)C23CCOCC3)CC1 (stereo unspecified) | 10%

# Compound activity: PubChem, National Center for Advancing Translational Sciences (NCATS)
